MEKK2mut PB1 HTS: signal of MEK5 binding to mutant human MEKK2 PB1 domain; bead flow cytometry, Alexa488-MEK5 binding to MEKK2 mutant; percent response, % at 10 µM; 290,000 tested, 0.35% active; in the data active = percent response above about 24%, passing the limit was not always enough; note: inactives centre near 1; some results filed as inactive read as strong as hits; reference of the scale not given here
MEKK2 WT-MEK5: raises or lowers MEK5 binding to wildtype human MEKK2 PB1 domain. Q9Y2U5. bead flow cytometry, Alexa488-MEK5 binding to MEKK2 WT; actives lie on both sides. binding response (% of control), % at 10 µM. 290,000 tested, 1.1% active. AID 1531; in the data active = binding response below about 67% or above about 130%
V1R ag counter: counter-screen for oxytocin receptor agonists: human V1a receptor agonists; P37288; CHO-V1R cells, Fluo-8 calcium fluorescence, agonist mode; 0% DMSO, 100% 3 nM vasopressin; activation, % at 3 µM; 320,000 tested, 0.25% active; AID 2797;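 active = activation above the mean activation of all tested compounds plus 3 SD, per screening run, cut at about 20% in these data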;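 note: signal is peak over basal fluorescence ratio across a 100 second FLIPR read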
Target sequence (P37288 whole entry, looked up): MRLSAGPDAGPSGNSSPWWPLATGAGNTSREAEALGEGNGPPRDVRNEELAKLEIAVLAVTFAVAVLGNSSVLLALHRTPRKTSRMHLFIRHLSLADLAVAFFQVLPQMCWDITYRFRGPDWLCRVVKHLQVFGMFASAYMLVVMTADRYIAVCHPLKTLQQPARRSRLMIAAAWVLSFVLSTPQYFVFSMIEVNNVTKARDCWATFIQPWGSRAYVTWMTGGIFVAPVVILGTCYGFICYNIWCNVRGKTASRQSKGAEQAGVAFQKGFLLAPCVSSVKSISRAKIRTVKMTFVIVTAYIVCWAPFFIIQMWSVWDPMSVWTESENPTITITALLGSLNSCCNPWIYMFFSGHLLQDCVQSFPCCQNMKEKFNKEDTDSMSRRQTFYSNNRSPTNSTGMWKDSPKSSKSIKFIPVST
GPR7 antagonist: blocks human GPR7 receptor signaling; inhibition, % at 4.4 µM; P48145; AID 1861; GPR7-expressing cells, fluorescence antagonist assay; 290,000 tested, 1.1% active; in the data active = inhibition above about 16%, passing the limit was not always enough;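 note: cells stimulated with the agonist NPW; 0% = agonist with vehicle and 100% = vehicle without agonist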
NALP1 yeast inh: blocks the NALP1 inflammasome reconstituted in yeast | S. cerevisiae NALP1/ASC/caspase-1 growth, X-gal OD620, 72 h | inhibition, % at 10 µM | 280,000 tested, 0.61% active; in the data active = inhibition mostly above about 24%, no sharp cut-off; inactive = mostly below about 32%; note: some compounds called inactive have numbers as strong as hits
OXTR agonist: human OXTR agonism; CHO-OTR cells, Fluo-8 calcium fluorescence; normalized: DMSO 0%, oxytocin 100%; activation, % at 3 µM; 320,000 tested, 0.32% active; P30559;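 active = activation above the mean of all tested compounds plus 3 SD, cutoff set per screening run, cut at about 20% in these data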;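 note: peak over basal fluorescence ratio from a 100 s FLIPR kinetic read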
PHOSPHO1 block: PHOSPHO1 (human) inhibition | recombinant PHOSPHO1, absorbance phosphatase assay | inhibition, % at 13.3 µM | 290,000 tested, 1.1% active; in the data active = inhibition above about 60%
Target sequence (Q8TCT1 whole entry, looked up): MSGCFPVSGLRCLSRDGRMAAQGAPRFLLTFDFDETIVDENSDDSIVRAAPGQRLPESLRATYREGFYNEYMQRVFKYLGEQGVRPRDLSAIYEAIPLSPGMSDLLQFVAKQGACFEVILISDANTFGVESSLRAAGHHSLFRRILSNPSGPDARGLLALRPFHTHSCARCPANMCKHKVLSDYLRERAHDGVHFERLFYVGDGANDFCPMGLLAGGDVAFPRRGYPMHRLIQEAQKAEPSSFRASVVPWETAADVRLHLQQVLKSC
GalR3 antagonist: human GalR3 antagonism | O60755 | HEK293 GalR3-CNG cAMP membrane potential fluorescence; galR3 body fused to GalR1 C-terminus | inhibition, % at 3 µM | 360,000 tested, 0.44% active | AID 651719;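 active = inhibition above the screen-wide average plus 3 SD, cut at about 13% in these data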;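 note: forskolin and galanin both at EC90 stimulate the cells; cAMP rise reported by CNG channel membrane potential dye signal; 0% = forskolin plus galanin with DMSO and 100% = forskolin alone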
Target sequence (O60755 1-299 limits assumed): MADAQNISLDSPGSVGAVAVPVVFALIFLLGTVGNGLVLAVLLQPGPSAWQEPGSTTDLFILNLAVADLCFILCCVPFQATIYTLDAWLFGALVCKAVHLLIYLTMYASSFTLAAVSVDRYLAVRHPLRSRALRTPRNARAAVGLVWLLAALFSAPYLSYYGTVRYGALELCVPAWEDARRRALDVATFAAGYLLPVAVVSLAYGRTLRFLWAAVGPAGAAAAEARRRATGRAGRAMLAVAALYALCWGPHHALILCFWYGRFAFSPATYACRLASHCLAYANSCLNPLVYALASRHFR
MEKK3 PB1 HTS: MEKK3-MEK5 PB1 interaction, increase or decrease; Q99759; binding response (% of control), % at 10 µM; AID 1529; 290,000 tested, 1.4% active; bead-based flow cytometry, Alexa488-MEK5 binding to MEKK3; actives lie on both sides; 0 = blocked by unlabeled MEK5, 100 = vehicle;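 active = binding response more than 3 SD above or below the average of its plate-row segment, actives on both sides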;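 note: Alexa488 bead fluorescence after subtracting the streptavidin-only scavenger bead signal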
Numbers without * were called inactive; / = not tested or not shown; [ ] = dose if it differs, or a comment.

SMILES	MEKK2mut PB1 HTS	MEKK2 WT-MEK5	V1R ag counter	GPR7 antagonist	NALP1 yeast inh	OXTR agonist	PHOSPHO1 block	GalR3 antagonist	MEKK3 PB1 HTS
NC(=O)Cn1c(=O)n(C2CCCCC2)c(=O)c2c3c(sc21)CCCCC3	0	102	-0.5	-14	29	-2.2	-3	-4	114
CN=C1SC(CC(=O)Nc2ccc(N3CCOCC3)cc2)C(=O)N1C (configuration not stated)	3	101	0.5	-5	-13	1.7	36	-10	101
COc1nccnc1NS(=O)(=O)c1ccc(NC(=S)NC(=O)c2cccc(F)c2)cc1	0	96	0.3	2	9	0.0	23	-12	87
Cc1ccc(C(=O)NN(C)c2nc3ccccc3nc2C(F)(F)F)cc1	0	101	0.2	-10	28	3.5	-22	1	99
COc1ccc(C2C(C#N)=C(N)Oc3n[nH]c(C)c32)cc1Cn1nc(C)c([N+](=O)[O-])c1C (configuration not stated)	16	116	0.3	-1	26	-0.5	4	7	111
CC(=O)COC(=O)CCc1nc2ccccc2[nH]c1=O	3	100	0.4	-16	-2	0.6	42	0	98
NC(=O)C1(N2CCCCC2)CCN(C(=S)Nc2ccc(S(N)(=O)=O)cc2)CC1	-7	104	0.0	-6	2	0.3	-79	-4	108
COc1ccccc1CNS(=O)(=O)c1ccc(-c2cc(C)no2)cc1	0	95	10.0	8	20	7.2	2	-1	97
CN(C)S(=O)(=O)c1cccc(NC(=O)Cc2ccc(-c3ccccc3)cc2)c1	2	109	4.7	12	4	0.9	-1	3	107
CCCc1ccc(-c2cc(C(=O)NN3CCOCC3)c3ccccc3n2)cc1	6	102	0.0	-10	25	1.7	27	-4	102
COC(=O)Cc1c(O)ccn(Cc2ccccc2OC)c1=O	5	110	0.0	-20	-2	-0.1	0	-1	110
CN=c1c([N+](=O)[O-])nn(-c2ccc3c(c2)OCCO3)n1O	-1	101	0.6	-5	16	-1.1	48	-4	101
COc1cccc(C(=O)Nc2ccc(-c3nnc(-c4ccco4)o3)cc2)c1	4	107	-1.2	-6	5	-2.5	28	-3	104
CCCCc1c(C)nn(-c2nnc3c4ccccc4n(C)c3n2)c1C	/	/	0.0	-10	-4	-1.9	13	2	/
COC(=O)Cc1ccc(NC(=O)c2ccc(C(C)(C)C)cc2)cc1	-6	94	-0.1	-16	7	-2.2	7	11	99
Cc1cc(C)nc(SCC(=O)N/N=C\c2sccc2C)n1	1	98	0.3	1	-5	-0.5	50	-5	101
O=C(Nn1c(Cc2cccs2)nc2ccccc2c1=O)c1ccc(F)c(F)c1	3	108	-0.7	-6	6	0.4	-6	-5	115
O=C(COc1ccc(Cl)cc1)Nc1ccc(NC(=O)c2ccco2)cc1	3	97	3.4	-7	1	1.1	17	-3	102
Cc1cc(C(F)F)n2ncc(C(=O)N3CCc4ccccc4C3)c2n1	11	106	-0.6	-12	2	-1.8	29	-1	104
Cc1ccc(C(=O)Nc2cccnc2Cl)cc1Cl	1	99	1.9	-5	6	-1.5	8	-9	101
Cc1ccc(Nc2cc(C)nc3ncnn23)c(Cl)c1	-2	92	-0.6	-11	13	-2.1	-1	-2	93
O=C(c1cccc2ccccc12)N1CCN=C1SCc1ccc([N+](=O)[O-])cc1	15	101	0.4	9	20	0.2	-19	-6	103
CC1Oc2ccccc2OC1C(=O)Nc1nccs1 (configuration not stated)	3	101	-0.7	-10	19	-1.2	17	-6	102
Cc1cc(C(=O)OC(C)C(=O)Nc2nc(-c3ccccc3)cs2)c(C)o1 (configuration not stated)	-3	92	8.3	-8	15	-1.2	-8	-4	95
CCc1ccc(/C=C2/Sc3ccccc3N(CC(=O)NCC3CCCO3)C2=O)cc1 (configuration not stated)	-8	96	-0.3	8	28	-2.6	55	2	98

Compound profiles (already shown). Order of values: MEKK2mut PB1 HTS	MEKK2 WT-MEK5	V1R ag counter	GPR7 antagonist	NALP1 yeast inh	OXTR agonist	PHOSPHO1 block	GalR3 antagonist	MEKK3 PB1 HTS
Results for `Cc1ccc(Nc2cc(C)nc3ncnn23)c(Cl)c1` = -2	92	-0.6	-11	13	-2.1	-1	-2	93
Results for `Cc1cc(C(=O)OC(C)C(=O)Nc2nc(-c3ccccc3)cs2)c(C)o1` (configuration not stated) = -3	92	8.3	-8	15	-1.2	-8	-4	95
Results for `COC(=O)Cc1ccc(NC(=O)c2ccc(C(C)(C)C)cc2)cc1` = -6	94	-0.1	-16	7	-2.2	7	11	99

Individual results from the entries so far:
In OXTR agonist, COC(=O)Cc1ccc(NC(=O)c2ccc(C(C)(C)C)cc2)cc1 is entered as -2.2
In MEKK3 PB1 HTS, NC(=O)Cn1c(=O)n(C2CCCCC2)c(=O)c2c3c(sc21)CCCCC3 is entered as 114
In GalR3 antagonist, CCc1ccc(/C=C2/Sc3ccccc3N(CC(=O)NCC3CCCO3)C2=O)cc1 (configuration not stated) is entered as 2
In OXTR agonist, CCCc1ccc(-c2cc(C(=O)NN3CCOCC3)c3ccccc3n2)cc1 is entered as 1.7

(continued)
SMILES	MEKK2mut PB1 HTS	MEKK2 WT-MEK5	V1R ag counter	GPR7 antagonist	NALP1 yeast inh	OXTR agonist	PHOSPHO1 block	GalR3 antagonist	MEKK3 PB1 HTS
O=C(O)CC(CC(=O)Nc1ccc(N2CCOCC2)cc1)c1ccccc1 (configuration not stated)	7	101	0.6	-6	17	0.5	42	-2	103
COc1cccc(OC)c1OCCCCCCN1CCN(C)CC1	5	105	0.7	-4	20	-0.2	24	-4	103
CCN(CC)CCNCc1ccc(Br)cc1OCC(=O)NCc1ccccc1	6	115	0.1	6	3	2.0	-6	1	106
COc1ccccc1-n1c(O)c(C=NCc2ccccn2)c2ccccc2c1=O	-4	94	0.7	-1	4	0.4	4	-7	97
Cc1cccc(NC(=O)c2cnn(-c3ccc(F)cc3)c2C2CCNCC2)c1C	-6	105	0.0	-2	0	-0.8	-13	-7	100
COc1cccc(CN2CCNC(=O)C2CC(=O)N(C)C2CCCCC2)c1OC (configuration not stated)	-4	97	-0.4	-20	0	0.0	20	1	97
Cc1ccc(S(=O)(=O)N2CCCCC2)cc1NC(=O)CN1C(=O)CN(C)C1=O	-4	97	0.5	-4	-4	0.2	48	-5	101
CCOC(=O)N1CCc2[nH]c3ccc(C)cc3c2C1	1	98	-0.9	10	-2	1.1	21	-4	97
CCN(CC)C(=O)C(=O)c1cn(CCOc2ccccc2)c2ccccc12	-4	95	-0.6	3	6	0.4	43	-4	99
O=C(NC(=S)Nc1ccc(S(=O)(=O)N2CCCC2)cc1)C1CCC1	-1	102	1.4	-1	13	-0.3	0	-5	106
COC(=O)CN1C(=O)COc2ccc(S(=O)(=O)NCc3ccc(F)cc3)cc21	0	97	2.4	-1	12	0.4	12	-8	101
COC(=O)c1ccc(COc2cc([N+](=O)[O-])cc3cccnc23)o1	-13	87	-1.2	-1	10	-1.3	-19	-6	100
O/N=C/c1ccnc(SCc2ccccc2)n1	-12	95	1.0	-14	8	1.1	-2	2	97
O=C(NCc1cccnc1)c1cnc2sccn2c1=O	0	108	0.0	16	/	1.4	5	-1	102
CCn1cc(C(=O)N[C@H](C(=O)NCCCN2CCOCC2)C(C)C)c(=O)c2cc3c(cc21)OCO3	-10	92	1.0	-6	18	0.6	32	-9	94
COc1ccc(CC(=O)O/N=C(\N)Cc2ccc(OC)cc2)cc1	-1	97	-1.4	8	10	-1.5	50	2	96
CCOc1ccccc1NC(=O)N1CCCC1C(=O)Nc1ccc(NC(C)=O)cc1 (configuration not stated)	1	96	-0.6	-8	3	0.9	16	-4	97
O=C(Nc1nn[nH]n1)c1cc(-c2ccc(Cl)c(Cl)c2Cl)nc2ccccc12	12	139*	0.1	-5	-51	1.6	17	-4	104
COc1ccc(NS(=O)(=O)c2cc(N)ccc2N2CCOCC2)cc1	1	96	1.4	-2	0	0.1	42	-10	97
COc1ccc(CNC(=O)C(c2ccccc2F)N(C(=O)c2csnn2)C2CC2)cc1 (configuration not stated)	-5	93	-0.6	1	15	2.0	2	0	99
O=C(Nc1cccc2nsnc12)c1ccc2c(c1)OCCO2	-2	92	-0.6	-8	-2	-0.4	-6	-9	98
CCC(NC(=O)c1ccccc1NC(=O)c1ccccc1)C(=O)NNC(=O)c1cccnc1 (configuration not stated)	1	93	-0.3	-6	13	-0.4	3	-5	94
COCCn1nnnc1CN(CCc1ccc(OC)c(OC)c1)Cc1cc2ccc(C)cc2[nH]c1=O	8	106	-0.4	-18	-4	-0.9	11	-1	99
Cc1nc2scc(C)n2c(=O)c1S(=O)(=O)NCc1ccccc1Cl	4	105	-0.6	-2	-4	0.1	22	-7	103
Cc1ccc(S(=O)(=O)N2CCCC2C(=O)NCc2ccccc2F)cc1 (configuration not stated)	-1	99	-0.4	10	14	-1.1	36	-7	95
New compounds follow
SMILES	MEKK2mut PB1 HTS	MEKK2 WT-MEK5	V1R ag counter	GPR7 antagonist	NALP1 yeast inh	OXTR agonist	PHOSPHO1 block	GalR3 antagonist	MEKK3 PB1 HTS
COC(=O)C1=C(C)NC(=O)NC1c1ccc(-c2ccc(Cl)cc2)o1 (configuration not stated)	-1	4.0*[inhibitor]	-1.0	12	1	-0.4	18	-2	94
CSc1nc2ccc(S(=O)(=O)Nc3c(C)n(C)n(-c4ccccc4)c3=O)cc2s1	-4	97	1.9	-2	-3	1.9	7	-8	97
CCC(=O)Nc1cc(-c2nn3c(C)nnc3s2)ccc1C	4	109	1.1	-10	-22	0.7	11	-1	110
CC12C=CC3(CN(Cc4ccccc4)C(=O)C3C1C(=O)NC1CC1)O2 (configuration not stated)	2	105	0.0	6	-8	0.3	11	-5	103
COc1cccc(OC)c1OCC(O)CN1CCN(c2ccccc2)CC1 (configuration not stated)	-8	97	0.5	2	-13	-1.0	-2	0	95
O=S(=O)(Nc1nc(SCc2ccc(Cl)cc2)n[nH]1)c1ccccc1	-6	96	-1.2	-12	6	-2.4	20	-4	100
Cc1ccc(NC(=O)C2C(C(=O)O)C3C=CC2C32CC2)cc1 (configuration not stated)	-1	100	0.1	-5	-9	-0.1	6	-4	101
Cc1oc(/N=C/c2ccccc2O)c(C#N)c1C	-10	87	0.6	-15	3	2.0	3	-6	85
CCCn1c(C)cc(-c2csc(N)n2)c1C	-2	93	-0.8	2	-3	-1.0	-7	-4	88
COC(=O)c1ccc(OCC(=O)c2ccccc2)cc1	1	107	2.6	0	1	1.8	4	-3	98
Cc1nc2c(C)cccn2c1C(=O)N/N=C/c1ccccc1[N+](=O)[O-]	7	101	0.1	-13	-6	-2.2	-10	4	104
Cc1cc2oc(=O)cc(CN3CCC(C)CC3)c2c(C)c1Cl	-1	100	1.1	-7	23	0.9	-5	-4	95
CCCCSc1nc2ccccc2n1CC(=O)O	2	106	0.1	-1	3	-0.2	-2	2	102
Cc1cc(C(=O)Nc2ccccc2C(=O)O)ccc1NC(=O)COc1ccccc1Cl	3	102	0.8	0	1	-0.8	15	-3	102
COc1ccc(CNC(=O)C2CC(=O)N(c3ccc(OCC(=O)N4C(C)CCCC4C)cc3)C2)cc1 (configuration not stated)	-4	100	-0.2	18	22	0.7	-21	0	99
CN1CCN(C(=O)Cn2ncc3c([nH]c4ccccc43)c2=O)CC1	0	100	0.7	-2	-6	1.2	26	7	102
NNC(=O)C1CCCn2c1nc1sc3c(c1c2=O)CCCC3 (configuration not stated)	2	95	-0.1	-9	-1	-1.0	-7	4	95
O=C(C1CCN(c2ccc(N3CCOCC3)nn2)CC1)N1CCc2ccccc2C1	1	91	-0.3	-3	1	0.1	21	-4	94
CCCn1cnc2c(c1=O)c1nc3ccccc3nc1n2CCc1ccccc1	2	98	-0.3	0	33	0.1	16	-5	101
CC(C)CC(=O)N1CCN(Cc2ccccc2Br)CC1	24*	107	0.6	-12	7	-0.9	24	-10	105
CCOc1cc(C2NC(=O)NC(O)(C(F)(F)F)C2C(=O)c2ccccc2)ccc1OC (configuration not stated)	-3	101	0.4	-12	4	1.7	10	-7	101
O=C1CSC(=S)N1/N=C/c1ccc2c(c1)OCCO2	2	103	-0.2	-17	0	0.6	31	-7	99
